Kir21 block = inhibitors of mouse Kir2.1 inward-rectifier potassium channel; P35561; AID 1672; 0.85% of 310,000 active; HEK293-Kir2.1, FluxOR thallium flux fluorescence; active compounds read low; B-score at 10 µM;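 active = fluorescence ratio B-score at or below minus 3 SD of library scores, with starting-brightness B-score within 2 SD, cut at about -4.2 in these data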;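 also: channel flux triggered by added potassium and thallium sulfate stimulus; B-score of peak minus minimum fluorescence over baseline after thallium stimulus; more negative B-score means stronger Kir2.1 block with less thallium influx; some compounds called inactive have numbers as strong as hits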
KCNQ2 inh = KCNQ2 potassium channel inhibitors, primary screen, cell-based, CHO-K1, FluxOR thallium flux, B-score (AID 2156); O88943; 20 min; active compounds read low; B-score at 10 µM; 1.1% of 310,000 active;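 active = fluorescence ratio B-score at most minus 3 library SDs, with starting brightness B-score within 2 library SDs, cut at about -5.5 in these data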
Target sequence (O88943 whole entry, looked up): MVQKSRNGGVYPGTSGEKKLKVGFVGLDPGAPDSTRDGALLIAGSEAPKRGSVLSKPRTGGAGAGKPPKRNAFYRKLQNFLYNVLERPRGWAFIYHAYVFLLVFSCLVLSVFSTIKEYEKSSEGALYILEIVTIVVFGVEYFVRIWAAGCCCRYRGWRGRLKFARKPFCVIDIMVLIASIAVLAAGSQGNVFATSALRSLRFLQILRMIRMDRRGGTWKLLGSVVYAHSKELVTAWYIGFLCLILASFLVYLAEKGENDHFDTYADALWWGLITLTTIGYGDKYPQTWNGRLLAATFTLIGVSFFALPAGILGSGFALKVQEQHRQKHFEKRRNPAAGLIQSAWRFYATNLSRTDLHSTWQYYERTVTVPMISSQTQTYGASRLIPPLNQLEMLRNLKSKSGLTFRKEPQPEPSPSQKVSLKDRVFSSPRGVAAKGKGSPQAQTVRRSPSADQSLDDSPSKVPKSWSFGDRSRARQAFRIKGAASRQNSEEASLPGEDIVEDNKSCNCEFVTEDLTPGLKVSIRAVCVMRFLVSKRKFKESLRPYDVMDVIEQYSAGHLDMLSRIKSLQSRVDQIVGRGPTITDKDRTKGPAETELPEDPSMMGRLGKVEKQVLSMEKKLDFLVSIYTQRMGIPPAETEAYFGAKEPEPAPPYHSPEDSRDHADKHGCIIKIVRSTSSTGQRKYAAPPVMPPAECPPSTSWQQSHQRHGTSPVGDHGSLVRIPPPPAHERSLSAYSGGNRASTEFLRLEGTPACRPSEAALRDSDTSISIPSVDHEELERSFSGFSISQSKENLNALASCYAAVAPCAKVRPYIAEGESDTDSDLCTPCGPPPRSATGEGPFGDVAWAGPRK
Active calls of the source: *; i = inactive.

Screens in order – Kir21 block	KCNQ2 inh
> COc1ccc(N2C(=O)/C(=C/c3ccc([N+](=O)[O-])cc3)C=C2c2ccccc2)cc1
    -0.13	i
> CCOc1ccc(-n2c(=O)[nH]cc(C(=O)N3CCc4ccccc43)c2=O)cc1
    0.28	i
> N#Cc1cnc(N)c(Br)c1
    0.04	i
> N#CCCN/N=C(/Cc1nc2ccccc2[nH]1)c1ccc(Cl)cc1
    2.1	-10*
> CCN1CCN(S(=O)(=O)c2ccc(Cl)c(C(=O)N(C)Cc3cccc(OC)c3)c2)CC1
    0.57	i
> O=S(=O)(NC(=S)NC1CCCCC1)c1ccc(Cl)cc1
    0.47	i
> COc1cc(NC(=O)CSc2ncnc3scc(-c4ccccc4)c23)c(C(=O)O)cc1OC
    0.29	i
> CC1(CC(=O)N/N=C/c2cc([N+](=O)[O-])c(O)cc2O)OCCO1
    3.2	i
> CCOc1ccc(CC(=O)Nc2cc(=O)n(C)c(=O)n2C)cc1
    1.1	i
> O=C(NC1CC(=O)N(c2ccc(Cl)cc2)C1)N1CCN(C(=O)c2ccco2)CC1 (stereo unspecified)
    -0.35	i
> CCOC(=O)c1ccc(NC(=O)C2=C(C)Nc3nc(CCCO)nn3C2c2ccc(OC)cc2)cc1 (stereo unspecified)
    -0.52	i
> COC(=O)CCC(=O)NNC(=O)Cc1ccccc1
    1.4	i
> COc1ccc(N2CCN(C(=O)/C=C/c3ccco3)CC2)cc1
    -1.7	i
> O=C(O)C1C2C=CC3(CN(C4CCCC4)C(=O)C13)O2 (stereo unspecified)
    -0.93	i
> Cc1ccc(CN(C(=O)C(F)(F)F)C(C(=O)NC2CCCCC2)c2ccco2)cc1 (stereo unspecified)
    -0.23	i
> COc1ccccc1/C=C/CN1CCC(CO)(Cc2ccccc2)CC1
    -1.9	i
> Cc1cc(=O)oc2cc(OCC(=O)Nc3ccc4[nH]c(=O)[nH]c4c3)ccc12
    -1.1	i
> CCOc1ccc(NC(=O)C(C)Sc2nccn2C)cc1 (stereo unspecified)
    -1.3	i
> Cn1c2ccccc2n2c(=O)c(Cl)c(-c3ccccc3)c(C#N)c12
    -0.89	i
> S=c1[nH]nc(COc2ccccc2)n1C1CCCCC1
    -0.43	i

An excerpt of these results, field by field.
Molecule: CCOc1ccc(CC(=O)Nc2cc(=O)n(C)c(=O)n2C)cc1
  Kir21 block: 1.1 | KCNQ2 inh: i
Molecule: O=C(NC1CC(=O)N(c2ccc(Cl)cc2)C1)N1CCN(C(=O)c2ccco2)CC1 (stereo unspecified)
  Kir21 block: -0.35 | KCNQ2 inh: i
Molecule: CCOC(=O)c1ccc(NC(=O)C2=C(C)Nc3nc(CCCO)nn3C2c2ccc(OC)cc2)cc1 (stereo unspecified)
  Kir21 block: -0.52 | KCNQ2 inh: i
Molecule: COC(=O)CCC(=O)NNC(=O)Cc1ccccc1
  Kir21 block: 1.4 | KCNQ2 inh: i

Next records.
Screens in order – Kir21 block	KCNQ2 inh
> CC(C(=O)NC(C)(C)C)N1C(=O)c2cccc3cccc(c23)C1=O (stereo unspecified)
    -0.76	i
> COc1ccc(S(=O)(=O)Nc2ccc3c(c2)CCC3)cc1
    -1.5	i
> C/C(CC(=O)N(C(C)C)C(C)C)=N\NC(=O)c1ccccc1Br
    -0.37	i
> CCOC(=O)c1c(S(=O)(=O)NCC(=O)N2CCN(c3ccc(F)cc3)CC2)c(C)n(C)c1C
    1.2	i
> CCN(CC(=O)NCc1ccccn1)S(=O)(=O)c1cc(Cl)ccc1Cl
    0.91	i
> Cc1ccc(C(=O)N/N=C\c2sccc2C)cn1
    0.71	i
> Cn1c(=O)[nH]c(=O)c2c1nc(N1CCCCC1)n2CC(O)COc1ccccc1 (stereo unspecified)
    0.17	i
> CC(=O)Oc1ccc(/C=N/NC2=NS(=O)(=O)c3ccccc32)cc1
    -0.81	i
> CCOC(=O)C(Cc1ccccc1)NC(=O)CCc1nnc2ccc(N3CCCCC3)nn12 (stereo unspecified)
    -1.1	i
> CCCNC(=O)CN1C(=O)NC(CC)(c2ccc(F)cc2)C1=O (stereo unspecified)
    0	i
> COc1ccccc1N1CCN(C(=O)c2ccco2)CC1
    0.74	i
> CCCCn1c(N)c(N(CCOC)C(=O)c2ccc(NC3CC3)c([N+](=O)[O-])c2)c(=O)[nH]c1=O
    0.2	i
> Cn1c(=O)cc(SCC(=O)NCCCN2CCN(c3ccc(F)cc3)CC2)c2ccccc21
    -0.1	i
> CC(=O)N1CCc2c(sc(NC(=O)CCS(=O)(=O)c3ccc(C)cc3)c2C(N)=O)C1
    1.9	i
> COc1ccc(-n2c(=S)[nH]c3cc(C(=O)NCc4ccco4)ccc3c2=O)cc1OC
    1.3	i
> O=C(CCNC(=O)Cn1ccc2ccccc2c1=O)NCCN1CCN(c2cccc(Cl)c2)CC1
    -0.19	i
> O=[N+]([O-])c1ccc(COc2ncnc3ccccc23)cc1
    0.05	i
> Cc1cccc(-n2c(Cc3cc(=O)[nH]c(=O)[nH]3)nnc2SCC(=O)Nc2cccc(C(F)(F)F)c2)c1
    0.77	i
> Cc1cc(C)nc(CCNC(=O)CC2C(=O)NCCN2Cc2ccc(F)cc2Cl)n1 (stereo unspecified)
    0.69	i
> Oc1ccc(Cl)cc1C1=NNC(c2cc(Br)cc3c2OCOC3)C1 (stereo unspecified)
    1.6	i
> CCCC(=O)C1=C(O)C(C(=O)OC)C(C)(C)CC1=NC(C)(C)C (stereo unspecified)
    2.9	i
> COc1ccc2cc(C(=O)N/N=C/c3cc(OC)c(OC)c(OC)c3)[nH]c2c1
    2	i
> COc1ccc(CCNC2=NCCS2)cc1
    0.76	i
> COCCN1Cc2cccc(C(=O)Nc3ccc4c(c3)OCCO4)c2C1=O
    1.4	i
> C=CCN1C(=O)CN=C1Nc1ccc(OC)cc1OC
    0.04	i
> C=CCN(c1ccc(C(=O)NCCc2ccccc2)cc1)S(C)(=O)=O
    -0.1	i
> CCn1c(CC(=O)Nc2ccc(F)cc2)nnc1SCC(=O)Nc1nnc(C)s1
    1.1	i
> COc1ccc(C)cc1NC(=O)C1CCCN(S(=O)(=O)c2cccc3cccnc23)C1 (stereo unspecified)
    2.9	i
> Cc1ccc(S(=O)(=O)N2C(=O)CCC2C(=O)O/N=C(\N)c2cccc([N+](=O)[O-])c2)cc1 (stereo unspecified)
    -0.95	i
> COc1cc(C(=O)n2nc(C)cc2C)cc(OC)c1OC
    0.81	i
> COc1ccc2cc(/C=C/C(=O)c3ccco3)c(Cl)nc2c1
    -0.96	i
> COC(=O)c1ccc(C(=S)NCC2(N(C)C)CCCCC2)cc1
    -1.5	i
> COc1ccc(-n2c(=O)c(CCC(=O)N3CCN(c4ccccc4O)CC3)nc3ccccc32)cc1
    1.4	i
> CCOC(=O)CNS(=O)(=O)c1ccc2c3c(cccc13)C(=O)N2CC
    0.68	i
> Cc1ccccc1-n1c(SCC(=O)Nc2ccccc2Cl)nc2n[nH]c(C)c2c1=N
    -0.67	i
> CCOC(=O)/C(C#N)=C/c1cccc([N+](=O)[O-])c1
    -1.3	i
> CC(C)CCNc1ncnc2c1nnn2Cc1ccccc1Cl
    -0.12	i
> O=C(CSC(=S)N1CCOCC1)N1N=CCC1c1ccccc1 (stereo unspecified)
    -0.75	i
> CC(=O)N1CCN(CC(c2ccccc2)c2ccccc2)CC1
    -0.02	i
> COc1ccc(C)cc1NC(=O)NC(C)c1ccc2c(c1)OCO2 (stereo unspecified)
    0.09	i
> C=CCNC(=S)NNC(=O)c1cccc2ccccc12
    0.25	i
> CC(C)Oc1ccc(C(=O)Nc2ccc(NC(=O)c3ccco3)c(Cl)c2)cc1
    -2.7	i
> Cn1c(NC(=O)C(C)(C)Oc2ccc(Cl)cc2)cc(=O)n(C)c1=O
    -1.3	i
> COC(=O)c1ccc(NC2=C(Cl)C(=O)OC2OC(=O)c2ccccc2)cc1 (stereo unspecified)
    -1	i
> COc1ccc(NC(=O)Cn2nnc(C(=O)NCc3cccs3)c2N)cc1
    1	i
> COc1cc(C(CC(=O)Nc2ccc(Cl)cn2)N2Cc3ccccc3C2=O)cc(OC)c1OC (stereo unspecified)
    0.43	i
> CCN1CCN(Cc2nc3c(c(=O)n(C)c(=O)n3C)n2Cc2cccc3ccccc23)CC1
    0.03	i
> Cc1ccc(-c2noc(CCC(=O)N3CCN(c4cccc(C(F)(F)F)c4)CC3)n2)cc1
    -0.59	i
> Cn1c(SCC(=O)NC(C)(C)C)nnc1-c1ccc(C(C)(C)C)cc1
    -1.3	i
> COC(=O)c1c(-c2ccccc2)noc1C
    1.3	i
> O=S(=O)(c1ccc(Br)cc1)N1CCN(Cc2ccco2)CC1
    -1.7	i
> CC(C)(Oc1ccc(CCNC(=O)c2ccc(-c3ccc(Cl)cc3)o2)cc1)C(=O)O
    0.43	i
> N/C(Cc1cccs1)=N\OC(=O)COc1ccccc1
    -0.05	i
> Cn1c(C(O)c2ccc3c(c2)OCO3)nc2ccccc21 (stereo unspecified)
    1.1	i
> COCCNC(=O)CCn1nc(-c2ccc(C)cc2)c2ccccc2c1=O
    0.03	i
> CCn1nc(C(=O)OCC(=O)N2CCc3ccccc32)c2ccccc2c1=O
    -0.97	i
> COc1ccc(-c2nnn(CC(=O)N(CCN3CCOCC3)C(C(=O)NC3CCCCC3)c3ccco3)n2)cc1 (stereo unspecified)
    -0.07	i
> COc1ccc(/C=N/NC(=O)CSCc2ccc([N+](=O)[O-])cc2)cc1OC
    -0.03	i
> O=C(Nc1ccc(C(=O)N2CCCC2)cc1)c1ccccc1Br
    2.3	i
> CC(C)NC(=S)N1CCN(C/C=C/c2ccccc2)CC1
    -0.73	i

Going on with the list:
Screens in order – Kir21 block	KCNQ2 inh
> O=S(=O)(Nc1ccc(O)c(NS(=O)(=O)c2ccccc2)c1)c1ccccc1
    -1.3	i
> CCCC(=O)Nc1nnc(-c2ccc3c(c2)OCO3)s1
    -1.2	i
> CCOC(=O)N1CCC(NC(=O)CSc2cc(=O)n(C)c3ccccc23)CC1
    0.88	i
> O=C(NCCCn1ccnc1)c1ccncc1
    -2.9	i
> COc1ccc(/C=N/NS(=O)(=O)c2ccccc2)cc1OS(=O)(=O)c1ccccc1
    -1.2	i
> CSc1nc2ccc(NC(=O)C3CC(=O)N(Cc4ccccc4)C3)cc2s1 (stereo unspecified)
    1.9	i
> c1ccc(-c2noc(-c3ccco3)n2)nc1
    0.52	i
> Cc1[nH]c(=O)c(C#N)c(C)c1Cl
    -1.6	i
> COc1ccc(N2CCN(C(=O)C(=O)c3c(C)n(C)c4ccccc34)CC2)cc1
    -0.1	i
> O=C(O)c1ccc(NC2=C(n3nnc4ccccc43)C(=O)c3ccccc3C2=O)cc1
    1.2	i
> C[C@]1(C(=O)NCCN2CCOCC2)C=C[C@@H](Cc2ccccc2)N1C(=O)c1ccccc1
    1.5	i
> CCOC(=O)N1CCN(C2CCCN(C(=O)c3cccc(N(C)C)c3)C2)CC1 (stereo unspecified)
    0.1	i
> Cc1ccc(C(=O)CCC(=O)Nc2cccc(C)c2)cc1
    0.73	i
> NS(=O)(=O)c1ccc(CNC(=O)c2cc(-c3cccnc3)nc3ccc(Br)cc23)cc1
    -0.87	i
> C=CCN1C(=O)CSC1=Nc1ccc(NC(C)=O)cc1
    1	i
> COc1ccc(C2C(C(=O)c3ccc(C)o3)=C(O)C(=O)N2CC2CCCO2)cc1OC (stereo unspecified)
    0.8	i
> O=C(NCCn1cc(SCC(=O)N2CCOCC2)c2ccccc21)c1c(F)cccc1F
    -0.14	i
> CCn1c(=NC(=O)CCS(=O)(=O)c2ccccc2)sc2cccc(OC)c21
    -1.2	i
> CC(C)CC(=O)Nc1c2c(nn1-c1cccc(Cl)c1)CS(=O)C2 (stereo unspecified)
    0.45	i
> N=c1ccn(Cc2ccc([N+](=O)[O-])cc2)cc1
    0.03	i
> COc1ccccc1C(=O)NNC(=O)c1ccc(NC(=O)CC(C)C)cc1
    -0.17	i
> COc1ccc(N(C)C(=S)Nc2ccc3nc(C)c(C)nc3c2)cc1
    -0.04	i
> CC(=O)Nc1nc(C)nc(-c2ccccc2OC(C)=O)n1
    -1	i
> COc1cccc(-c2cc(C(F)(F)F)nc(-n3cccn3)n2)c1
    -0.01	i
> CCOC(=O)C1=C2c3ccc4ccccc4c3CC(C)(C)N2C(=O)C1=O
    0.22	i
> C/C(CC(=O)Nc1ccc(N(C)C)cc1)=N\NC(=O)c1ccc(C(C)(C)C)cc1
    -0.03	i
> CC(C)c1nc(=S)c2ccccc2[nH]1
    0.73	i
> CCOC(=O)N1CCN(C(=O)CCn2c(=S)[nH]c3cc(OCC)c(OCC)cc3c2=O)CC1
    2.3	i
> COc1ccc(-n2c(SCC(=O)NCc3cccs3)nnc2-c2ccoc2C)cc1
    -0.62	i
> O=C1/C(=C/c2ccc(O)cc2)SC(=S)N1Cc1cccnc1
    -1.4	i
> Cc1ccc(C(=O)OCCc2sc[n+](Cc3ccccc3)c2C)cc1
    0.89	i
> CC(C)Nc1nc(-c2ccccc2)nnc1-c1ccccc1
    0.2	i
> O=C(CSc1nccc(=O)[nH]1)NC1CCCC1
    1.2	i
> O=C(NCC(c1cccs1)N1CCOCC1)c1cc([N+](=O)[O-])cc([N+](=O)[O-])c1 (stereo unspecified)
    0.24	i
> CC(=O)c1c(N2CCN(CCO)CC2)nc(=S)n(-c2ccccc2)c1C
    0.61	i
> O=C(NCCCn1ccnc1)c1cccnc1
    -0.22	i
> COc1ccc(OC)c(CCNC(=O)CCCc2nnc3n(C)c(=O)c4sccc4n23)c1
    2.4	i

Screens from PubChem.

Outcome played no part in choosing rows. Share with any hit: about 1.9%.
